Compound activity deposited in PubChem by National Center for Advancing Translational Sciences (NCATS).
GLA spleen mod – alpha-galactosidase A (human) modulation | human spleen homogenate, 4MU-alpha-Gal fluorescence, 40 min | Potency, µM (top dose mostly 80 µM), inactives show top-dose activity change, negative = inhibition, usual class: inhibitors | 240,000 tested, 0.008% active | P06280 | AID 2107;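 further: potency means the concentration at half of the fitted maximal effect; 0% = enzyme with vehicle and -100% = no enzyme basal signal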
Target sequence (P06280 32-429 limits assumed): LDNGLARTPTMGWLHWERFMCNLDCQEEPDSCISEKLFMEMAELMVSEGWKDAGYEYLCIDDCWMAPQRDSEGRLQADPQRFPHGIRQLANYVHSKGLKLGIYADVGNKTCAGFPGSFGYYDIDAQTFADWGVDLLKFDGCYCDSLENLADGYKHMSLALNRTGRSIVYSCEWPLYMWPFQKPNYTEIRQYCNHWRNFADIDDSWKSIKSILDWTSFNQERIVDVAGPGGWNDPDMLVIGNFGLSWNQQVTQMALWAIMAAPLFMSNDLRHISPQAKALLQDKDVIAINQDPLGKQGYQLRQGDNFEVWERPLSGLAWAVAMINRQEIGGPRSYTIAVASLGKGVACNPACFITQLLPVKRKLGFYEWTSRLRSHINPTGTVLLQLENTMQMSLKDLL
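Spleen homogenate 1 ug + cpd (titration) + 4-MU-alpha-D-galactopyranoside 1 mM; 37C 40 min; 50 mM citrate/phosphate pH 5.0, 0.01% Tween-20; stop pH 10; fluorescence 365/440; AC50 via Hill.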
IMPase Li cell – IMPase inhibition in cells with lithium potentiation. 210,000 tested, 0.35% active. AID 1457. Potency, µM (doses to about 59.4 µM), without a hit: at the top dose activity, negative = IMPase inhibition, most hits filed as inhibitors. CHO-M1 cells, IP1 TR-FRET (IP-One), carbachol + lithium;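 further: IP1 builds up when IMPase is blocked and the TR-FRET signal falls; potency means the concentration at half of the fitted maximal effect; plate controls were basal vehicle for no effect and high inhibitor control for full effect; nearly all actives have a fitted effect of over 50% in size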
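Test compounds were applied to CHO-M1 cells previously cultured for 16–30 h at 2000 per well. A small lithium amount accompanied them; after 30 min at 37C, IP1 was quantified by TR-FRET.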
Luc counter – counter-screen: inhibitors of Kinase-Glo firefly luciferase; Kinase-Glo luciferase, ATP luminescence, 8 min; Q27757; Potency, µM (top dose mostly 38.3 µM), for inactives: at the top dose activity change, negative = inhibition, most hits filed as inhibitors; AID 1379; 200,000 tested, 0.28% active; further: potency means the concentration at half of the fitted maximal effect; on the % scale 0 is the no-effect control and ±100 the full control effect; nearly all actives have a fitted effect of over 60% in size
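Light output from Kinase-Glo luciferase with luciferin and 10 uM ATP in 50 mM imidazole pH 7.2, KCl, MgCl2, Tween 20, BSA; compound pin-delivered, 8-min ambient incubation, then luminescence read.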
NPSR antag – neuropeptide S receptor (human) antagonism, cAMP; Potency, µM (top dose mostly 38.3 µM), for inactives: top-dose activity change, negative = inhibition, hits mostly inhibitors; 220,000 tested, 1% active; CHO-NPSR cells, cAMP TR-FRET, antagonist mode; Q6W5P4; further: potency means the concentration at half of the fitted maximal effect; on the % scale 0 is the no-effect control and ±100 the full control effect; nearly all actives have a fitted effect of over 50% in size; many of its hits are not listed in these tables
CBFb-RUNX1 inh – inhibitors of human CBF-beta and RUNX1 interaction; Q01196+Q13951; AlphaScreen CBFb-His/RUNX1-biotin binding, biochemical; Potency, µM (top dose mostly 59.8 µM), for the others: top-dose activity, negative = inhibition, hits mostly inhibitors; 230,000 tested, under 10 active; AID 1477; further: % of control where 0% means no effect
Target sequence (Q01196 whole entry, looked up): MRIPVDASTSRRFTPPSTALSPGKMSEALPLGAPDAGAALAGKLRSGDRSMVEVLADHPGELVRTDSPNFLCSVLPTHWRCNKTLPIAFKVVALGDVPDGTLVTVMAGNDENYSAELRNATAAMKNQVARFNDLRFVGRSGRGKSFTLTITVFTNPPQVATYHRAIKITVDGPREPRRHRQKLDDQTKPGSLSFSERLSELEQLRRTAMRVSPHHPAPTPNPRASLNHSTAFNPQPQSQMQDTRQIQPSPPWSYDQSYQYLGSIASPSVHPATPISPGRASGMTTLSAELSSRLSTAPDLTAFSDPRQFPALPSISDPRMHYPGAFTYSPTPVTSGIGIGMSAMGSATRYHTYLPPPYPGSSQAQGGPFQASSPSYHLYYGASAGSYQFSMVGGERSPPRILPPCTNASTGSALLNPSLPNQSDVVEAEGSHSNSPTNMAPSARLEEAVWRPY
Target sequence (Q13951 whole entry, looked up): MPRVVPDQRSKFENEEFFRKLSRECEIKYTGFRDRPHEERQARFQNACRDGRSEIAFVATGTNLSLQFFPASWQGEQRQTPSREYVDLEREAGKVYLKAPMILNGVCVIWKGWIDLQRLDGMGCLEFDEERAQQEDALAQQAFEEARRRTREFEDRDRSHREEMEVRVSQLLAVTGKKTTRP
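CBFb-His/RUNX1-biotin, 30 nM each, preincubated 20 min RT; compound 15 min RT; Ni + streptavidin beads 50 ng each, 90 min RT; AlphaScreen read.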
Epigenetic derep – derepresses silenced GFP reporter in murine cells; murine LDR cells, GFP reporter derepression, 30 h; Potency, µM (series often up to 53.9 µM), inactives show top-dose GFP activation, usual class: activators; 280,000 tested, 0.2% active; AID 1865; further: potency means the concentration at half of the fitted maximal effect; % of control where 0% means no effect; nearly all actives have a fitted effect of over 60% in size
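Murine LDR cells bearing a silenced CMV-driven GFP reporter were exposed to compound for 30 h at 37 C. After PBS washes, GFP-positive cells (20-120 um objects) counted by laser-scanning microplate cytometry.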
LMNA splice mod – changes lamin A minigene splicing in HeLa cells; HeLa LMNA splicing GFP/RFP minigene ratio, 48 h; Potency, µM (doses to about 46.1 µM), for the others: at the top dose ratio change, negative = inhibition, hits mostly inhibitors; 200,000 tested, 0.01% active; AID 1487; active means well fitted inhibition curve with a large enough effect in the signal ratio, with a control signal flat, not every such curve was filed as active; inconclusive means small, poorly fitted or top-dose-only effect, or effect the other way, or a change in a side signal; the % refers to the signal ratio; further: potency means the concentration at half of the fitted maximal effect; on the % scale 0 is the no-effect control and ±100 the full control effect
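S3 HeLa stable clones carrying a lamin A-EGFP splicing minigene plus DsRed2 were seeded at 600 cells/well in Opti-MEM with 2% FBS, pin-dosed and incubated 48 h at 37°C. Acumen cytometry (488 nm) gave the GFP/RFP total-intensity ratio.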
Numbers without * were called inactive; ? = inconclusive; . = not tested or not shown; & = joins results of further samples; ! = a repeat was not active; [ ] = remark or other dose. Unless noted, the call rests on the fitted dose curve; in most records, active means well fitted curve in the direction sought with a large enough effect; inconclusive means small, poorly fitted or top-dose-only effect, or another doubt; inactive means no such curve, though single readings can be large; an effect the other way counts as inactive or inconclusive.

SMILES	GLA spleen mod	IMPase Li cell	Luc counter	NPSR antag	CBFb-RUNX1 inh	Epigenetic derep	LMNA splice mod
CC1CC(C)CN(C(=O)Cn2c(-c3nonc3N)nc3ccccc32)C1 (configuration not stated)	2%	-8%	-1%	-6%[46.1 µM]	-3%	0.0%	-3%
Cc1ccc(C)c(C(=O)OCC(=O)Nc2cccc(S(=O)(=O)NC3=NCCCCC3)c2)c1	-6%	-4%	2%	-33%	3%	-2.1%	13%[9.22 µM]
O=C(Nc1ccc(S(=O)(=O)N2CCOCC2)cc1)c1ccco1	-7%	16%[38.3 µM]	1%	4%[46.1 µM]	3%	0.0%	2%
COCCCC/C(=N\OCCN)c1ccc(C(F)(F)F)cc1	5%&2%&-6%&-1%&-8%	10µM*!	-1%&-2%	?	4%&-4%&11%&15%&10%	2.7%&-0.2%&0.0%&-1.1%&2.6%	?
COc1cc(NC(=O)c2ccnn2C)c(OC)cc1Cl	7%	3%	2%	-1%	3%	-5.1%	-10%[46 µM]
CSc1nsc(SC)c1C(=O)Nc1ccc(C)cc1	2%	-12%[38.3 µM]	2%	-2%[46.1 µM]	5%	0.0%	4%
COc1ccccc1/C=N/OC(=O)c1ccc(F)cc1	-4%	1%	.	4%	14%	1.2%	.
COc1ccc(Cl)cc1NC(=S)NCCO	-3%	-4%	-2%	-20%	5%	0.4%	15%[46 µM]
OCCNc1nc(Nc2ccccc2)nc2ccccc12	4%	19%	0%	23%	2%	1.0%	-6%
O=C(NCc1ccccn1)c1ccc(Cl)s1	0%	32%[38.3 µM]	-1%	8%[46.1 µM]	0%	-0.1%	4%
CCNC(=S)N/N=C1\CCCCc2ccccc21	-2%	7%	4%	-23%	1%	1.1%	1%
COC(=O)CC1(C(=O)OC)Oc2ccc(Br)cc2C(=O)N1c1cccc(Cl)c1Cl (configuration not stated)	0%	.	.	?	5%	-3.2%	.
Cc1cc(NC(=O)CSc2ncnc3c2cnn3-c2ccccc2)no1	-11%	?	-1%	-3%	?	-3.1%	.
Cc1ccccc1-c1nc(CN2CCC(C(=O)NCc3cccnc3)CC2)c(C)o1	20%	42%[activator][38.3 µM]	-4%	-5%[46.1 µM]	5%	10%	-9%
Cc1nn(-c2ccccc2)c(C)c1NC(=O)COc1ccc(F)cc1Cl	8%	19%	-2%	8%	-5%	-0.4%	?
CNC(=O)c1ccsc1NC(=O)c1ccc(Cl)s1	5%	-2%[38.3 µM]	-1%	-7%[46.1 µM]	8%	-0.8%	-5%
COc1ccc(-c2cc(CNC(=O)CCl)on2)cc1	5%	10%[38.3 µM]	-5%	-14%[46.1 µM]	-1%	?	?
C=C(C)C1CC=C(CN2CC(C)OC(C)C2)CC1 (configuration not stated)	4%	5%[38.3 µM]	1%	-6%[46.1 µM]	-1%	-4.6%	6%
COc1ccc(CC(=O)NC(C)c2nnc(SCCOc3ccc(OC)cc3)n2C)cc1 (configuration not stated)	-1%	19%[38.3 µM]	2%	-4%[46.1 µM]	2%	-2.5%	-10%
CCCC(=O)Nc1ccc(Sc2ccc([N+](=O)[O-])cc2)cc1	3%	62%[activator][38.3 µM]	5%	-24%[46.1 µM]	0%	1.5%	?
CC12CCC(C/C1=N/NC(=O)Nc1ccccc1)C2(C)C (configuration not stated)	6%	17%	-1%	-31%	-3%	-1.5%	.
COc1cccc(Nc2ncc3nc(CCc4ccccc4)c(=O)n(C)c3n2)c1	0%	-3%	.	.	.	.	16%
Cc1cccc(N2CCCn3c2nc2c3c(=O)n(CC(=O)OCc3ccccc3)c(=O)n2C)c1	-8%	-4%[38.3 µM]	-7%	-26%[46.1 µM]	-8%	1.7%	-4%
COc1cc(/C=C/C(=O)OCc2cn3cc(Cl)ccc3n2)ccc1O	11%	.	.	-10%	-3%	1.4%	.
NCCCN1CCOCC1	-1%	26%[38.3 µM]	-4%	4%[46.1 µM]	2%	0.7%	13%
Cc1cccc(OC(C)C(=O)N2CCCc3ccccc32)c1 (configuration not stated)	-1%	6%	0%	-4%	17%	-0.9%	11%
O=C(c1ccc(F)cc1)N1CCC(O)(c2cccnc2)CC1	-6%	-12%[38.3 µM]	9%	16%[46.1 µM]	1%	0.0%	0%
COc1ccc(Cn2nnnc2C(c2cc3ccc(OC)cc3[nH]c2=O)N2CCC(C)CC2)cc1 (configuration not stated)	4%	15%[38.3 µM]	-1%	?	1%	-0.1%	-2%
COC(=O)c1ccc(COc2cccc(C)c2C)cc1	-4%	3%	0%	-10%	15%	-0.1%	?
Cc1cc(NS(=O)(=O)c2ccc(NC(=S)NC(=O)c3cccnc3)cc2)no1	-3%	1%	2%	6%	-8%	-1.0%	24%[46 µM]
Fc1ccccc1N=C1Nc2cccc3cccc1c23	-8%	21%	-1%	-22%	-23%	9.8%	-7%[46 µM]
COc1ccc([C@@H](C)NC(=O)CCc2nnc(-c3cc(C)on3)o2)cc1	2%	.	.	-3%	12%	-4.1%	.
Brc1ccc(-c2csc(/N=C/N3CCOCC3)n2)cc1	-8%	16%	4%	-1%[46.1 µM]	8%	2.7%	?
Cc1ccc(-c2cccc(NC(=O)C3C4C=CC(C4)C3C(=O)O)c2)o1 (configuration not stated)	5%	8%[38.3 µM]	0%	6%[46.1 µM]	-2%	1.0%	3%
Cc1ccc(C(=O)N2CCN(C)CC2)cc1S(=O)(=O)N1CCCCC1	38%	0%[38.3 µM]	-3%	0%[46.1 µM]	-4%	3.0%	13%
CC(C)(C)NC(=O)C(c1cccs1)N(Cc1cccs1)C(=O)c1csnn1 (configuration not stated)	-3%	11%	1%	14%	-3%	4.6%	-6%[46 µM]
CC(C)Sc1nc2ccccc2n1CC(N)=O	-1%	-11%[38.3 µM]	13%	-9%[46.1 µM]	6%	-0.9%	-1%
O=c1o[nH]c(-c2ccccc2)c1C=Nc1ccc(Cl)cc1	-2%	11%	-1%	-36%	-5%	-1.0%	20%[9.22 µM]
O=C(CN1C(=O)C2CC=CCC2C1=O)Nc1ccc(S(=O)(=O)N2CCOCC2)cc1 (configuration not stated)	0%	-6%	0%	17%	-14%	0.8%	?
Cc1cc(Cl)ccc1N=C1N=C(N)c2ccccc21	1%	1%	0%	-31%	-2%	-1.1%	-28%
C=CCn1c(=O)c2c(nc(-c3ccccc3)n2C)n(C)c1=O	-13%	-1%	.	.	?	1.1%	.
CC(C)(CO)NCc1ccccc1OCC(=O)Nc1ccccc1	1%	10%[38.3 µM]	-2%	-5%[46.1 µM]	3%	1.2%	-4%
COc1ccc(CN2CC(C(=O)NCC3CCCO3)CC2=O)cc1 (configuration not stated)	-9%	19%[38.3 µM]	13%	-8%[46.1 µM]	2%	1.0%	6%
CCCCNCc1ccc(OCc2ccc(Cl)nc2)c(OC)c1	9%	.	.	19%	1%	0.0%	.
c1ccc2c(c1)oc1c(Nc3ccc4c(c3)OCCO4)ncnc12	-5%	10%[38.3 µM]	-21%	-20%[46.1 µM]	1%	-1.7%	5%[0.0737 µM]

Arranged by molecular weight (lowest first): 3 of the compounds above.
SMILES	GLA spleen mod	IMPase Li cell	Luc counter	NPSR antag	CBFb-RUNX1 inh	Epigenetic derep	LMNA splice mod
CCCCNCc1ccc(OCc2ccc(Cl)nc2)c(OC)c1	9%	.	.	19%	1%	0.0%	.
COc1ccc([C@@H](C)NC(=O)CCc2nnc(-c3cc(C)on3)o2)cc1	2%	.	.	-3%	12%	-4.1%	.
CC(C)(C)NC(=O)C(c1cccs1)N(Cc1cccs1)C(=O)c1csnn1 (configuration not stated)	-3%	11%	1%	14%	-3%	4.6%	-6%[46 µM]

(list continues)
SMILES	GLA spleen mod	IMPase Li cell	Luc counter	NPSR antag	CBFb-RUNX1 inh	Epigenetic derep	LMNA splice mod
CCc1nc2ccccc2c(C(=O)Oc2cccc3cccnc23)c1C	0%	-4%[38.3 µM]	-3%	?	5%	-1.1%	-4%
CC1(C)CC(=O)c2c(O)c(-c3ccccc3)c(=O)n(-c3ccccc3)c2C1	0%	-9%	1%	-15%	15%	-6.9%	?
O=C(NCCC1=CCCCC1)C1CCCN(S(=O)(=O)c2cccc3cccnc23)C1 (configuration not stated)	0%	-4%[38.3 µM]	-2%	-13%[46.1 µM]	2%	0.8%	-10%
Cc1cccc(NS(=O)(=O)c2ccc3[nH]c(=O)cc(C(=O)OC(C)C(=O)Nc4ccc([N+](=O)[O-])cc4)c3c2)c1 (configuration not stated)	10%	2%	6%	-40%	?	0.0%	-13%[46 µM]
CCOc1ccc(NC(=O)CSCC(=O)O)cc1	7%	7%[38.3 µM]	-4%	-6%[46.1 µM]	3%	-2.0%	4%
O=S(=O)(O)CCS	8%	11%	-4%	.	12%	-1.3%	.
CN(CC(=O)OCC(N)=O)S(=O)(=O)c1ccc(Cl)cc1	2%	-1%	-1%	1%	10%	-0.4%	.
CC(=O)N1CCN(c2ccc(NCc3ccc(C(C)C)cc3)cc2)CC1	5%	3%[38.3 µM]	-2%	12%[7.67 µM]	?	1.6%	?
NC(=S)N1CCCc2ccccc21	5%	.	.	-14%	1%	0.1%	.
Cc1c(C(=O)N2CCC(Cc3ccccc3)CC2)sc2ncnc(N3CCC(C)CC3)c12	1%	11%	1%	-59%	8%	3.6%	.
COC(=O)c1ccn(-c2nc(-c3ccco3)cc(C(F)(F)F)n2)n1	7%	25%[38.3 µM]	-2%	-1%[46.1 µM]	10%	2.2%	-17%
CN(CCO)C(=O)C1CCN(c2ncc(C(F)(F)F)cc2Cl)CC1	-3%	2%	-1%	11%	0%	1.1%	11%[46 µM]
O=C(COC(=O)c1cnccn1)NCCc1ccccc1	1%	-2%[38.3 µM]	11%	3%[46.1 µM]	9%	0.0%	1%
Cc1ccccc1NS(=O)(=O)c1ccc(NC(=O)CSCc2ccc(Br)cc2)cc1	2%	3%	1%	-20%[46.1 µM]	-1%	-1.8%	?
CC(=O)Nc1ccc2nc(-c3ccc(Br)o3)[nH]c2c1	-8%	2%	-22%	-3%	0%	-0.9%	3%
CCCS(=O)(=O)C/C(N)=N/OC(=O)c1ccccc1Cl	-3%	.	.	19%	13%	2.1%	.
Cc1[nH]c2c(Cl)cccc2c(=O)c1CN1CCCC1	0%	27%[38.3 µM]	3%	-3%[46.1 µM]	7%	-1.0%	-4%
COc1ccc(C(=O)Cc2cc(OC)c(OC)cc2[N+](=O)[O-])cc1	-8%	8%[38.3 µM]	-1%	-10%[46.1 µM]	-3%	-1.1%	0%
C=CCn1c(N)c(-c2nc3ccccc3n2C)sc1=S	-1%	30%[38.3 µM]	1%	-16%[46.1 µM]	-11%	?	-1%

Not all compounds are listed; count on the stated rates, not on these rows.
